Screening results deposited in PubChem by National Center for Advancing Translational Sciences (NCATS).
p53ts 39C kill: kills p53ts cells at the nonpermissive temperature; H1299-p53A138V viability at 39C, ATP luminescence, 24 h; Potency, µM (titrated, usually from 46.1 µM), for the others: at the top dose activity change, negative = cell killing, hits mostly cytotoxic; 130,000 tested, 1.5% active; also: nearly all actives have a fitted effect of over 55% in size
p53ts 32C tox: kills p53ts cells at the permissive temperature. H1299-p53A138V at 32C, ATP luminescence viability, 24 h. Potency, µM (top dose mostly 46.1 µM), for the others: at the top dose activity change, negative = cytotoxicity, most hits filed as cytotoxic. 130,000 tested, 0.93% active. AID 924;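 also: 0% = DMSO and -100% = full killing by reference compound; nearly all actives have a fitted effect of over 55% in size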
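H1299-p53 A138V cells (temperature-sensitive p53) exposed 24 h to up to 46 uM compound at 32C, where p53 is wild-type in conformation. Viability read as ATP luminescence and normalised to DMSO and 100 uM tamoxifen. AC50 fitted with the Hill equation.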
IkB signaling: suppresses IkB signaling in ABC-DLBCL reporter cells. AID 445. Potency, µM (top dose mostly 57.1 µM), for inactives: at the top dose IkBa stabilization activation. 110,000 tested, 0.04% active. ABC-DLBCL IkBa-CBG/CBR dual luciferase ratio, 4 h; response scale: scaled: untreated 0%, proteasome inhibitor 100%; active = well fitted curve in the direction sought with a large enough effect in the signal ratio, not every such curve was filed as active; inconclusive = small, poorly fitted or top-dose-only effect, or a change in a side signal; the % refers to the signal ratio;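 also: the direction sought is a rising ratio; 0% = basal untreated cells and 100% = reference inhibitor full response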
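Curves were fitted separately to fusion (green), unfused (red) and ratio luminescence, then classed by r2, magnitude and activity. Cells: OCI-Ly3, 4 h compound plus doxycycline at 37C; 10 uM MG-132 defined full response.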
Imprint erasure: induces erasure of genomic imprints in mouse ES cells | mouse ES Peg3-LacZ reporter, beta-gal luminescence, 40 h | Potency, µM (titrated, usually from 60.7 µM), for the others: at the top dose activity change, positive = activation, hits mostly activators | 110,000 tested, 0.02% active | AID 1948;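 also: 0% = negative control wells on the plate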
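Gelatin-coated wells received 300 freshly trypsinized female ES cells with a Peg3LacZ-Neo reporter on the maternal allele, then incubated 40 hours at 37C. BetaGlo was added for 5 minutes at room temperature before a single luminescence read.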
The depositor's hits bear a star; u = inconclusive; x = not tested or not shown; [ ] = dose if it differs, or a comment. Unless noted, calls follow the shape of the dose curve; as a rule, active = well fitted curve in the direction sought with a large enough effect; inconclusive = small, poorly fitted or top-dose-only effect, or another doubt; inactive = no such curve, though single readings can be large; an effect the other way counts as inactive or inconclusive. Unless noted, % is scaled to controls: 0 for no effect and ±100 for the full control effect; potency is read from the fitted curve at half-maximal effect.

| SMILES | p53ts 39C kill | p53ts 32C tox | IkB signaling | Imprint erasure |
| --- | --- | --- | --- | --- |
| CCCc1cc(C(N)=O)c(NC(=O)c2cc(C)on2)s1 | 4% | 11% | -3.4% | -22% |
| CCCCOc1ccc(C(=O)CCN2CCCCC2)cc1 | -9% | 0% | 3.0%[25.6 µM] | -29% |
| COc1cccc(NC(=O)c2oc3ccccc3c2NC(=O)Cc2cccc(C)c2)c1 | u | -2% | u | -13%[10.9 µM] |
| O=C(CSc1nc2ccccc2nc1Cc1ccc(Cl)cc1)N1CCc2ccccc21 | 13% | 3% | 0.6% | 17%[10.9 µM] |
| COc1ccc(CCCc2nnc(SCC(=O)Nc3ccc(Cl)cc3)o2)cc1 | -7% | -4% | u | -7%[10.9 µM] |
| COc1cc(C(=O)NCc2cn3ccccc3n2)cc(OC)c1OC | -15% | 14% | 0.4% | -3% |
| N#Cc1ccccc1Cn1c(=O)n(Cc2ccc(C(=O)NC3CCN(Cc4ccccc4)CC3)cc2)c(=O)c2ccccc21 | 4% | 0% | -0.4% | -14%[10.9 µM] |
| c1ccc(CNc2cc(-c3cccnc3)ncn2)cc1 | -5% | 7% | -3.1%[11.4 µM] | u |
| CCN(CCCNC(=O)c1cc2c(=O)n(CC)c3ccccc3c2s1)c1cccc(C)c1 | -25% | 3% | u | 9%[10.9 µM] |
| CC(=O)Nc1nonc1-c1nnc(SCc2ccc(C)cc2)n1C | -7% | 6% | -0.1% | -2%[10.9 µM] |
| CCOC(=O)c1oc2ccc(S(=O)(=O)N3CCOCC3)cc2c1C | 6% | 0% | -3.7% | -16% |
| CC1CC(C)CN(C(=O)CSc2nnc(-c3ccc(F)cc3)o2)C1 (stereo unspecified) | -13% | -8% | -4.7% | -1% |
| CCc1ccc(Oc2c(C(F)(F)F)oc3c(CN4CCN(C)CC4)c(O)ccc3c2=O)cc1 | -26% | 7% | u | -6%[10.9 µM] |
| O=C(NCc1ccc2c(c1)OCO2)C1CC(=O)N(C2CCCCCC2)C1 (stereo unspecified) | 0% | -1% | -1.0% | 0% |
| CC(C)[C@H](Sc1nc(N)nc2nc[nH]c12)C(=O)O | 4%[9.22 µM] | 3%[9.22 µM] | -0.9%[11.4 µM] | u |
| Cc1cc(C(=O)OCC(=O)Nc2cc(C)on2)c2ccccc2n1 | 8% | 1% | 0.3% | -18% |
| CC1CC(C)CN(c2ncnc3c2cnn3Cc2ccc(Cl)cc2)C1 (stereo unspecified) | 3% | 8% | -0.3% | -12% |
| COc1ccc2c(Cl)c(-c3nnc4n3CCCCC4)sc2c1 | -3% | 2% | -0.6% | -24% |
| Cc1ccc(S(=O)(=O)n2nc(C)c(S(=O)(=O)N3CCCCC3)c2C)cc1 | -11% | -7% | 0.7% | -13%[10.9 µM] |
| O=C(NCCN1CCN(C(=O)c2cc3ccccc3oc2=O)CC1)c1cc2ccccc2oc1=O | -3% | -9% | -0.2% | -6% |
| Cc1noc(NS(=O)(=O)c2ccc(NC(=O)CSc3ncccn3)cc2)c1C | 0% | -4% | -1.2% | -10% |
| COc1ccc(C(=O)c2cn(Cc3ccc(F)cc3)c3c(F)cc(F)cc3c2=O)cc1 | 5% | 28% | u | -8%[10.9 µM] |
| Cc1cccc(-c2nnc(SCC(=O)Nc3ccc(C)c(C)c3)o2)c1 | -15% | -6% | -1.2% | -11%[10.9 µM] |
| CCC1CCCCN1CCCNC(=O)c1cn(CC)c2ccc(S(=O)(=O)N(C)C3CCCCC3)cc2c1=O (stereo unspecified) | -15% | -9% | -1.6% | 4%[10.9 µM] |
| CCOc1ccc(C(=O)Cc2ccc3oc(C(=O)O)cc3c2)c(O)c1 | -21% | -17% | 1.6% | -9% |
| O=C(c1ccc2c(c1)N(Cc1cccc(Cl)c1)C(=O)c1ccccc1S2=O)N1CCC(Cc2ccccc2)CC1 (stereo unspecified) | -2% | 5% | 0.5% | -25%[10.9 µM] |
| CN1CCN(C(=O)c2sc(=S)n(-c3ccccc3)c2N)CC1 | 11% | 6% | -1.2% | 1% |
| O=C1c2ccccc2C(=O)N1CCc1nc(-c2cccnc2)no1 | 5% | -6% | 0.3% | -6% |
| CCOc1ccc(CCNC(=O)C2CCN(C(=O)N(C)C)CC2)cc1OCC | 4% | 4% | 2.7% | -5% |
| CCOc1ccc(CCNS(=O)(=O)c2cc(Br)cc3c2N(C(C)=O)CC3)cc1OCC | 15% | 4% | -0.7% | -11%[10.9 µM] |
| COCCCn1c(=O)c2sccc2n2c(CCCC(=O)NCc3ccc(F)cc3)nnc12 | 5% | -5% | -0.5% | 8%[10.9 µM] |
| Cc1c(C(=O)c2ccc(Cl)cc2Cl)cnc2cc3c(cc12)OCO3 | -2% | 3% | x | x |
| CC(Nc1oc(-c2ccc(COc3ccc(Cl)cc3)o2)nc1C#N)c1ccccc1 (stereo unspecified) | 1% | -17% | -2.5% | -15%[10.9 µM] |
| O=C(NCc1ccco1)Nc1ccc2snnc2c1 | 3% | 5% | 2.0% | -13% |
| CSc1nc(C)c2c(n1)OC(CN1C(=O)c3ccccc3C1=O)C2 (stereo unspecified) | 0% | 5% | 1.7% | 0% |
| COC(=O)C1=C(C)N(CCc2ccc(OC)cc2)C(=O)C1 | 1% | 6% | 0.5% | 14% |
| Cn1cccc1C(=O)N1CCC2(CCN(Cc3ccncc3)CC2)CC1 | 0% | -7% | 1.2%[11.4 µM] | x |
| CC(=O)c1c(C)[nH]c(C(=O)N2CCCCCC2)c1C | -17% | -1% | 0.0% | -15% |
| O=C(c1ccc2c(c1)OCCCO2)c1cccs1 | u | u | 24% | -62%[inhibitor] |
| CC(C)CCNC(=O)c1cnn2c(C(F)(F)F)cc(-c3ccco3)nc12 | 21% | 2% | -1.2% | -27% |

14 entries from above, with two lines to a compound:
Under each structure: p53ts 39C kill, p53ts 32C tox, IkB signaling, Imprint erasure
> Cc1noc(NS(=O)(=O)c2ccc(NC(=O)CSc3ncccn3)cc2)c1C
  0%, -4%, -1.2%, -10%
> COc1ccc(C(=O)c2cn(Cc3ccc(F)cc3)c3c(F)cc(F)cc3c2=O)cc1
  5%, 28%, u, -8%[10.9 µM]
> Cc1cccc(-c2nnc(SCC(=O)Nc3ccc(C)c(C)c3)o2)c1
  -15%, -6%, -1.2%, -11%[10.9 µM]
> CCC1CCCCN1CCCNC(=O)c1cn(CC)c2ccc(S(=O)(=O)N(C)C3CCCCC3)cc2c1=O (stereo unspecified)
  -15%, -9%, -1.6%, 4%[10.9 µM]
> CCOc1ccc(C(=O)Cc2ccc3oc(C(=O)O)cc3c2)c(O)c1
  -21%, -17%, 1.6%, -9%
> O=C(c1ccc2c(c1)N(Cc1cccc(Cl)c1)C(=O)c1ccccc1S2=O)N1CCC(Cc2ccccc2)CC1 (stereo unspecified)
  -2%, 5%, 0.5%, -25%[10.9 µM]
> CN1CCN(C(=O)c2sc(=S)n(-c3ccccc3)c2N)CC1
  11%, 6%, -1.2%, 1%
> O=C1c2ccccc2C(=O)N1CCc1nc(-c2cccnc2)no1
  5%, -6%, 0.3%, -6%
> CCOc1ccc(CCNC(=O)C2CCN(C(=O)N(C)C)CC2)cc1OCC
  4%, 4%, 2.7%, -5%
> CCOc1ccc(CCNS(=O)(=O)c2cc(Br)cc3c2N(C(C)=O)CC3)cc1OCC
  15%, 4%, -0.7%, -11%[10.9 µM]
> COCCCn1c(=O)c2sccc2n2c(CCCC(=O)NCc3ccc(F)cc3)nnc12
  5%, -5%, -0.5%, 8%[10.9 µM]
> Cc1c(C(=O)c2ccc(Cl)cc2Cl)cnc2cc3c(cc12)OCO3
  -2%, 3%, x, x
> CC(Nc1oc(-c2ccc(COc3ccc(Cl)cc3)o2)nc1C#N)c1ccccc1 (stereo unspecified)
  1%, -17%, -2.5%, -15%[10.9 µM]
> O=C(NCc1ccco1)Nc1ccc2snnc2c1
  3%, 5%, 2.0%, -13%

(more compounds)
| SMILES | p53ts 39C kill | p53ts 32C tox | IkB signaling | Imprint erasure |
| --- | --- | --- | --- | --- |
| Cc1cc2c(c(=O)o1)[C@H](O)[C@H]1O[C@@H]1C2=O | 8%[9.22 µM] | 1%[9.22 µM] | x | x |
| CCOC(=O)c1ccccc1NS(=O)(=O)c1ccc(N2CCCCS2(=O)=O)cc1 | -11% | -8% | u | -10%[10.9 µM] |
| CCOc1ccccc1N1CC(c2nc3ccccc3n2CCOc2ccccc2OC)CC1=O (stereo unspecified) | -10% | 21% | u | 13%[10.9 µM] |
| COc1ccccc1-c1ccc(=O)n(CC(=O)NC(C)(C)C)n1 | 1% | 1% | 0.5% | 2% |
| CC[C@@H]1OC(=O)[C@@H](C)[C@H](O[C@H]2C[C@@](C)(OC)[C@@H](O)[C@H](C)O2)C(C)[C@H](O[C@H]2O[C@@H](C)C[C@@H](N(C)C)[C@@H]2O)[C@@](C)(O)C[C@H](C)C(=O)[C@@H](C)[C@H](O)[C@@]1(C)O (stereo partly specified) | -1% | 3% | x | 6% |
| CCOC(=O)c1ccc(N2CCN(c3ccc(F)cc3)CC2)c(NC(=O)Nc2ccc(CC)cc2)c1 | 8% | 17% | -1.0% | -10%[10.9 µM] |
| Cc1nn(C)c(C)c1S(=O)(=O)N(CC(=O)NCCCOC(C)C)c1ccc(C(C)C)cc1 | 10% | 9% | -0.2% | -10% |
| Cc1ccc(C(C)(C)C)c(OCC(=O)NCCc2nc3ccccc3[nH]2)c1 | -26% | -10% | u | -12%[10.9 µM] |
| CCOc1ccc(CNC(=O)c2cnc3sc(N(CC)CC)nn3c2=O)cc1 | -3% | 4% | u | 15%[10.9 µM] |
| CCOc1ccc(C(=O)CCN2CCCCCC2)cc1 | u | u | u | -33%[inhibitor] |
| Cc1nnc(C)n1/N=C/c1cccs1 | 5% | -10% | x | x |
| CC(C)(C[C@@]1(C)NC(=O)NC1=O)OCc1ccccc1 | 2%[9.22 µM] | 0%[9.22 µM] | 0.2%[11.4 µM] | 11%[10.9 µM] |
| CCCS(=O)(=O)c1c(S(=O)(=O)CCC)c2cc(C(C)(C)C)ccn2c1C(=O)c1ccc(OC)c(OC)c1 | 24% | 6% | -0.6% | 14%[10.9 µM] |
| CCOC(=O)c1c(N)sc2c(OC)c(Br)ccc12 | -13% | -7% | -0.1% | -9% |
| CCCN(CCC)CCCNC(=O)C1CCCN(Cc2nc(-c3ccc(Cl)cc3)oc2C)C1 (stereo unspecified) | u | -2% | 1.0% | -10%[10.9 µM] |
| O=C(c1cccc(F)c1)N1CCC[C@@]2(CCN(c3ncccn3)C2)C1 | -2% | -3% | 0.0%[11.4 µM] | x |
| CC(=O)c1c(C)oc2c1cc(NS(=O)(=O)c1c(C)cc(C)cc1C)c1ccccc12 | -23% | -5% | u | -12%[10.9 µM] |
| CCOc1ccc(C2c3c(-c4ccccc4O)n[nH]c3C(=O)N2Cc2ccncc2)cc1 (stereo unspecified) | -23% | 22% | -0.6% | -2%[10.9 µM] |
| O=C(Nc1ccc(O)c(-c2nc3ccccc3o2)c1)c1ccc(-c2cccc(Cl)c2)o1 | 20% | 7% | 1.5% | -3%[10.9 µM] |
| Cc1nc2cc(-c3cccc(F)c3)nn2c(C)c1CCC(=O)NC(C)c1ccccc1 (stereo unspecified) | -27% | -9% | u | 7%[10.9 µM] |
| N#Cc1c(NC(=O)CSc2nnnn2C2CCCCC2)sc2c1CCCC2 | 4% | -6% | 0.2% | 14% |
| O=C(COc1ccc(Cl)cc1)Nc1nnc(-c2ccc3c(c2)CCCC3)o1 | -27% | -21% | u | -1% |
| O=C(Nc1sc2c(c1C(=O)Nc1ccccc1Cl)CCCC2)c1ccccc1F | 3% | -11% | u | -12%[10.9 µM] |
| O=C(Nc1cccc(-c2cn3ccsc3n2)c1)c1ccccc1 | 16µM* | u | u | 2% |

Reprinted from above for reference:
| SMILES | p53ts 39C kill | p53ts 32C tox | IkB signaling | Imprint erasure |
| --- | --- | --- | --- | --- |
| Cc1nc2cc(-c3cccc(F)c3)nn2c(C)c1CCC(=O)NC(C)c1ccccc1 (stereo unspecified) | -27% | -9% | u | 7%[10.9 µM] |
| N#Cc1c(NC(=O)CSc2nnnn2C2CCCCC2)sc2c1CCCC2 | 4% | -6% | 0.2% | 14% |
